High-throughput results as filed in PubChem BioAssay.
DSG3 Ab inh: inhibitors of pemphigus antibody binding to DSG3, primary screen, biochemical, bead-based, flow cytometry, scFv-GFP; binding (percent of control), % at 10 µM; Desmoglein-3 (Homo sapiens), P32926; hit rate 0.48% among 310,000; DSG3-coupled beads, scFv-anti-DSG3-GFP binding; stronger effect = lower value;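 active means binding more than 3 SD below its plate's average and above zero; inconclusive means below that plate limit but binding exactly zero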; further: some compounds called inactive have numbers as strong as hits
CDK5 p35 inh: inhibitors of human CDK5/p35 kinase, primary screen, biochemical, single concentration | Recombinant CDK5/p35, ADP-Glo luminescence, 60 min | inhibition, % at 10 µM | hit rate 0.01% among 330,000;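 active means highest replicate inhibition of at least 50% and at least 75% of replicates reaching 50%; inconclusive means only one of the two criteria met; inactive means both criteria failed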;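 further: plate controls were DMSO neutral control for no effect and GW8510 at 10 µM for full effect; many of its hits are not listed in these tables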
Arr AP2 block: inhibitors of beta-arrestin/AP2 binding, primary screen, biochemical, GPCR trafficking, flow cytometry; inhibition, % at 10 µM; hit rate 0.31% among 340,000; beta-arrestin 1 C-terminal peptide binding to AP2 beta2-adaptin appendage (human); FITC-arrestin peptide / GST-AP2 beads; AP2 beta2 appendage carries R879A mutation;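 active means inhibition above a set limit, near 3 SD of compounds lacking own fluorescence, cut at about 54% in these data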;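 further: plate controls were DMSO wells for no effect and 5 µM unlabelled arrestin peptide for full effect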
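Assay system: GST-AP2 R879A bound to glutathione beads, E. coli-expressed; Medium: PBS with 0.05% Tween 20 and 0.1% BSA; Also added: fluorescein-tagged arrestin peptide at 50 nM final; Timing: 12 min plus 1 h, RT; Measured by: flow cytometry, FL1 (488/535 nm); Evaluation: percent drop in bead-associated FITC signal.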
NSD2 HMT inh: NSD2 histone methyltransferase inhibitors, primary screen, biochemical, AlphaScreen, single concentration, set 2; Histone-lysine N-methyltransferase NSD2 (Homo sapiens), O96028; NSD2 peptide methylation, 120 min; inhibition, % at 12.5 µM; hit rate 0.54% among 310,000; AID 743445, 2014; in the data active means inhibition above about 50%
dFosB activator: activators of delta FosB homodimer, primary screen, biochemical, fluorescence polarization, TAMRA-CDK5 oligo, single point | purified delta FosB; percent of positive-control signal above neutral wells | AID 493131, 2011 | activation, % at 25 µM | hit rate 0.99% among 340,000 | Protein FosB (Mus musculus), P13346;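 active means mean activation above about 17%, with every replicate also reaching it, limit read from the data, passing the limit was not always enough; inconclusive means only one of the two conditions met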;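 further: fluorescence polarization rise as delta FosB binds a TAMRA Cdk5 AP-1 oligo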
Target sequence (P13346 whole entry, looked up): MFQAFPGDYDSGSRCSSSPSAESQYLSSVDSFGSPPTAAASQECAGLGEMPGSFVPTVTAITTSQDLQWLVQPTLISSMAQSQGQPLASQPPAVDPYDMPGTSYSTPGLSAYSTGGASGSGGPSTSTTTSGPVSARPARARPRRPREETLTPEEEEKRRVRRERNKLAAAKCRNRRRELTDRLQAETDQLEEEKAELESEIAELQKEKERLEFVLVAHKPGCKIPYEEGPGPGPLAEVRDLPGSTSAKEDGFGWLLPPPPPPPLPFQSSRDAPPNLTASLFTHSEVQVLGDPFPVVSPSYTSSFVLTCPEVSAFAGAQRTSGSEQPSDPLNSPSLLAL
SR-BI HDL uptake: inhibitors of SR-BI mediated HDL lipid uptake, primary screen, ldlA[mSR-BI] cells, fluorescence, single point; ldlA[mSR-BI] CHO cells, DiI-HDL uptake fluorescence, 3 h; Scavenger receptor class B member 1 (Mus musculus), Q61009; hit rate 0.96% among 320,000; inhibition, % at 12.5 µM;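 active means mean replicate inhibition of at least 70% and a set share of replicates each scoring 70 or more; inconclusive means meets just one of the two criteria; inactive means fails both criteria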;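 further: 0% = median of neutral control wells and 100% = median of positive control wells; values of inactives mirror those of a sister screen read the other way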
Target sequence (Q61009 whole entry, looked up): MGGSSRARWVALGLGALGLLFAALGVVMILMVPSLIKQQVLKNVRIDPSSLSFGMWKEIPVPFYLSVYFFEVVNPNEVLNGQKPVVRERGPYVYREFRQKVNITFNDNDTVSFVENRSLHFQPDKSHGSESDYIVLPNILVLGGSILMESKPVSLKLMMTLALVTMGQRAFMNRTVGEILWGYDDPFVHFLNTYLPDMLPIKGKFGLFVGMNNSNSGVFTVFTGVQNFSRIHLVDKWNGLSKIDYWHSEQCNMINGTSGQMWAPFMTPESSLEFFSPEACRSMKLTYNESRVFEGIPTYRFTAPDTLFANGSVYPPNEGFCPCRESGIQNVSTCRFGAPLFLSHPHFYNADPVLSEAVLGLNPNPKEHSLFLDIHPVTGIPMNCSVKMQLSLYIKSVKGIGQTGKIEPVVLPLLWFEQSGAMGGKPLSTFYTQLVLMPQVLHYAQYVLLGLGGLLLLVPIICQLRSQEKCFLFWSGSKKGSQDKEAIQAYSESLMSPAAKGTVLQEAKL
PKA-R2B activ: activators of PKA-R2B holoenzyme, primary screen, biochemical, fluorescence polarization, Cy5-IP20, human. PKA-R2B holoenzyme dissociation; R2B truncated from residue 108, S112A mutant; 0% DMSO only, 100% 113 µM cGMP. activation, % at 11.4 µM. hit rate 0.079% among 340,000. AID 504700, 2011;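 active means activation above a cutoff set at the mean over all compounds plus 3 SD, cut at about 18% in these data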;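 further: higher means more holoenzyme dissociation and a rise in polarization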
MITF act: activators of MITF-driven TRPM1 promoter reporter, primary screen, cell-based, SK-MEL-5, luciferase, single point | SK-MEL-5 TRPM1-promoter luciferase, 24 h; % of positive control, neutral wells = 0 | activation, % at 12.5 µM | hit rate 0.75% among 300,000 | AID 588334, 2011;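 active means mean activation of at least 80% with every replicate also reaching 80%; inconclusive means mean reaches 80% but some replicate falls short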;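 further: 0% = neutral control wells and 100% = parthenolide positive control wells; values of inactives mirror those of a sister screen read the other way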
SR-BI uptake up: activators of SR-BI mediated DiI-HDL uptake, primary screen, ldlA[mSR-BI] CHO cells, DiI fluorescence; 3 h; 100 = double the neutral-control signal; activation, % at 12.5 µM; hit rate 0.096% among 320,000;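 active means mean replicate activation of at least 60% and every replicate at or above 60%; inconclusive means mean or all-replicate condition met, but not both; inactive means mean below 60% and not all replicates reaching 60%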;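 further: 0% = median plate neutral-control signal and 100% = twice that signal; values of inactives mirror those of a sister screen read the other way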
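Test system: SR-BI-overexpressing, LDLR-lacking CHO cells; Also added: labelled HDL, 10 µg/mL; Measured by: bottom-read cell fluorescence after medium removal, ex 550/em 595 nm; Timing: 3 h uptake period with compound, 37 °C; Buffer or medium: F12, 0.5% BSA, 25 mM HEPES; Doses: single compound concentration, delivered by pin transfer.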
Mot1-301 SUMO: yeast Mot1-301 growth rescue at high temperature, primary screen, SUMOylation pathway inhibitor project, S. cerevisiae, ATP luminescence, 38.5C; S. cerevisiae Mot1-301 growth rescue; percent above DMSO median, 100 means doubled; growth rescue, % at 18.8 µM; hit rate 1% among 320,000;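 active means every valid replicate shows activation above 250% relative to neutral control wells; inactive means the rest, any valid replicate at or below 250%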;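 further: OY570 slx delta 5 strain wells were the positive control but not used for scaling; some compounds called inactive have numbers as strong as hits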
PKA-R1A act: activators of PKA-R1A holoenzyme, primary screen, biochemical, fluorescence polarization, Cy5-IP20, bovine R1A, mouse PKAc | cAMP-dependent protein kinase type I-alpha regulatory subunit (Bos taurus) + … | PKA-R1A dissociation; scaled: DMSO 0%, 113 µM cGMP 100% | activation, % at 11.4 µM | hit rate 0.083% among 340,000 | AID 504707, 2011;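 active means percent activation above the mean of all tested compounds plus 3 SD, cut at about 19% in these data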;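 further: higher means more PKAc released from R1A so a rise in polarization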
The depositor's hits bear a star; ? = inconclusive; . = not tested or not shown. The order is random; overall some 4.7% were active at least once.

smiles	DSG3 Ab inh	CDK5 p35 inh	Arr AP2 block	NSD2 HMT inh	dFosB activator	SR-BI HDL uptake	PKA-R2B activ	MITF act	SR-BI uptake up	Mot1-301 SUMO	PKA-R1A act
COc1cc(-c2nc3ccccc3nc2-c2ccc(O)c(OC)c2)ccc1O	89.1	0.5	4.7	6.8	-1.8	6.6	4.1	-14.4	-6.6	24.3	-2.4
Cc1ccc(C(=O)CSc2ncnc3sc4c(c23)CCC(C)C4)cc1 (centres undefined)	105.4	-0.3	-0.3	-1.1	0.7	-23.1	1.5	22.8	23.1	.	-3.8
COc1ccc(Cc2nc3ccccc3[nH]c2=O)cc1	94.6	-2.5	-2.9	4.0	-7.7	-6.8	7.8	-10.3	6.8	-2.4	-7.2
CC(=O)Cc1nsc(NC(=O)c2ccc(COc3ccccc3C)o2)n1	103.4	0.0	2.1	-3.8	-5.2	7.0	-8.9	-7.5	-7.0	2.3	-3.4
COC(=O)C1=C(C)NC(C)=C(C(=O)OC)C1c1ccc(OC(=O)c2oc3ccccc3c2C)c(OC)c1	89.3	-0.5	5.3	.	-3.5	2.3	-8.6	8.9	-2.3	11.7	5.2
O=C(COC(=O)/C=C/c1ccc(Cl)cc1Cl)NCc1ccco1	112.4	0.1	36.1	-2.6	3.9	10.7	-12.8	-3.9	-10.7	-2.1	-6.3
COc1ccc(NC(=O)CCN2C(=O)C3C4CCC(C4)C3C2=O)cc1 (centres undefined)	124.9	0.2	-3.4	0.2	-3.8	3.8	-2.7	7.0	-3.8	-3.5	-2.5
Cc1cccc(-n2nnc(C(=O)NCc3ccccc3Cl)c2N)c1	91.2	0.7	-5.2	29.4	-13.9	11.0	-6.1	4.4	-11.0	-11.6	-4.6
CCN1CCN(C(=O)CS(=O)(=O)Cc2nc(-c3ccccc3C)oc2C)CC1	98.6	0.3	5.6	-1.3	-2.6	1.5	8.9	2.2	.	20.5	1.5
Cc1ccccc1NCCC(=O)Nc1ccc(Cl)cc1	111.1	-2.6	-4.8	3.4	1.3	-0.4	-0.2	21.2	0.4	-3.4	9.2
COC(=O)C1CCN(S(=O)(=O)Cc2ccccc2)CC1	117.7	5.9	0.6	-1.8	-2.6	-18.1	1.7	-6.5	18.1	688.7*	-3.6
COc1ccc(NC(=S)N2CCC(C(=O)N3CCCCCC3)CC2)cc1	.	0.2	-1.7	17.3	-1.3	2.9	-10.8	1.2	-2.9	8.4	0.0
Cc1ccc2[nH]c(=O)c(CN(Cc3cccs3)C(=S)NCc3ccco3)cc2c1	106.6	-0.8	-10.4	5.0	14.9	2.5	-15.1	27.3	-2.5	-11.4	-3.6
Cc1cccc(S(=O)(=O)Nc2ccc(-n3c(C)nc4ccccc4c3=O)cc2)c1	98.8	0.7	11.1	0.5	-3.9	0.1	-2.4	11.0	-0.1	-5.6	-1.4
N#Cc1sc2nc(-c3cccs3)cc(-c3ccc(Cl)cc3)c2c1N	83.0	-1.8	61.4*	-1.5	-7.3	68.0	-4.1	56.2	-68.0	2.1	4.2
CCOC(=O)Cn1c(=O)oc2cc(S(=O)(=O)Nc3ccc(F)cc3)ccc21	106.9	-1.0	6.8	.	-0.6	-4.3	1.1	3.9	4.3	-12.0	3.2
Cc1cccnc1NC(=O)c1ccc(COc2ccccc2)o1	96.9	0.0	30.4	-1.5	-3.8	4.6	1.2	-1.6	-4.6	-12.6	2.9
COc1ccc(OC)c2[nH]c(=O)c(CCNC(=O)c3ccc(S(=O)(=O)N4CCCC4)cc3)cc12	110.0	-1.1	8.0	-1.0	-5.9	34.1	0.8	-4.3	-34.1	19.1	-7.4
Cc1ccccc1NC(=O)Cc1nnc(SCC(=O)N2CCN(c3ccccc3)CC2)n1C	115.4	0.5	4.3	-3.6	8.0	2.1	-1.7	-0.2	-2.1	-12.2	-3.7
CCc1ccccc1C1C(=O)c2ccccc2C1=O	96.8	0.3	5.0	-3.1	-9.5	-12.0	-14.3	.	12.0	-0.1	-11.4
O=S(=O)(Nc1cc(Cl)cc(Cl)c1)N1CCOCC1	110.7	-3.1	6.2	-1.5	-15.2	-49.0	7.7	1.7	.	-0.9	7.6
O=C(CN1C(=O)C2C3C=CC(C3)C2C1=O)Nc1cccc(S(=O)(=O)N2CCCC2)c1 (centres undefined)	101.5	0.6	14.3	-1.5	-2.0	-4.1	2.1	-5.0	4.1	.	-10.2
Cc1ccc2cccc(Oc3ncnc4scc(-c5ccc(Cl)cc5)c34)c2n1	90.4	1.3	1.9	-2.3	-6.4	13.7	0.6	-7.5	-13.7	.	-3.6
Cc1ccc(/C=N/NC(=O)CN2CCN(Cc3ccccc3)CC2)o1	.	0.4	-5.0	-3.4	0.2	6.8	3.0	.	-6.8	14.7	-3.8
COc1ccc(C(=O)c2c3ccccc3[n+]([O-])n2CCC(N)=O)cc1	.	-1.5	-5.0	.	-1.5	-29.5	-4.5	2.7	29.5	6.3	-11.9
Cc1ccc(OCc2nnc(SCc3cc(=O)[nH]c4ccccc34)n2-c2ccccc2)cc1	96.7	-2.2	-6.0	2.5	-19.8	19.5	2.9	-22.4	-19.5	-17.2	1.3
Cc1cc(NC(=O)c2sc3ccccc3c2O)no1	102.5	-1.9	-8.3	-0.1	12.3	4.7	10.3	10.5	-4.7	-5.1	5.2
Cc1cc2c(n1-c1ccc(Cl)cc1)CC(C)(C)CC2=O	102.6	-0.3	-5.6	13.7	-3.0	8.6	-2.5	-16.5	-8.6	17.8	7.4
COC(=O)Cn1c(O)c(N=NC(=O)c2ccc3c(c2)OCO3)c2ccccc21	97.8	0.6	44.2	-0.1	-3.1	-1.1	-5.1	11.1	1.1	253.7	2.6
Cc1cc(C(=O)NNC(=O)CCCOc2ccccc2)c(C)o1	104.4	0.7	-13.7	1.0	-5.8	-15.6	-9.6	-6.8	15.6	-2.9	5.9
O=c1cc(CSc2nnc(-c3cccnc3)n2-c2ccccc2F)nc2sccn12	108.1	0.0	34.7	4.1	2.1	-13.7	-8.3	-5.3	13.7	-12.7	-2.4
Cc1oc(-c2ccc(Cl)cc2)cc1C(=O)/C(C#N)=C/Nc1ccccc1	104.7	-0.8	-18.7	-3.1	?	14.0	-5.7	4.7	-14.0	-6.8	-9.9
O=C(COC(=O)c1ccc(Cl)nc1)NCc1cccs1	.	0.6	17.1	-1.4	4.1	-19.6	10.8	-0.4	19.6	-4.7	0.0
O=C(NCCCN1CCOCC1)C(=O)NCC1CCCO1 (centres undefined)	103.9	-0.4	-5.9	1.6	-5.4	13.4	-1.3	-2.3	-13.4	158.3	1.3
CCc1ccc(CN(C)C(=O)C2CCC(=O)N(Cc3cccc(OC)c3)C2)nc1 (centres undefined)	91.7	-0.1	20.1	-2.0	6.0	-19.5	-2.0	-11.3	19.5	40.6	-4.6
c1ccc2[nH]c(NCCCN3CCOCC3)nc2c1	100.9	1.7	20.8	-0.8	6.3	-7.3	7.2	.	7.3	10.4	2.9
CCn1c2ccccc2c2cc(NC(=O)COc3ccc(OC)cc3)ccc21	.	-4.4	-1.0	-1.0	-2.2	1.6	9.0	.	-1.6	-0.4	2.7
FC(F)Oc1ccc(-n2cc(-c3ccc(Cl)cc3)[n+]3c2CCCCC3)cc1	109.3	0.0	-5.2	-1.0	-12.8	-5.3	-17.4	.	5.3	251.4	-6.7
COc1ccccc1OCc1ccc(C(=O)NCC2CCCO2)o1 (centres undefined)	94.8	1.6	3.2	0.8	0.3	-15.6	-1.3	-8.4	15.6	14.6	3.2
CCCCN1CC[C@H]2C=CC[C@@H](C(=O)N3CCN(c4ccccc4)CC3)[C@H]2C1=O	104.9	-0.4	2.5	.	2.1	27.9	-22.5	-1.0	-27.9	132.5	-5.1
Cc1nc2c(Br)cc(Br)cc2cc1O	111.1	-0.2	0.2	-0.8	-8.2	-4.2	3.4	.	4.2	-9.5	0.5
Cc1n[nH]c(=O)nc1N1CCN(c2ccccc2)CC1	108.4	-0.2	4.6	-0.2	-0.2	16.9	-11.7	.	-16.9	-25.8	-13.4
Cc1ccc(NC(=O)C(C)SCc2nc3sc(C)c(C)c3c(=O)[nH]2)nc1 (centres undefined)	102.9	-2.9	-4.8	4.2	-2.3	-6.2	-7.2	4.5	6.2	160.6	-12.9
CCOc1ccc(NC(=O)c2ccc(NS(=O)(=O)c3cccs3)cc2)cc1	.	-1.0	10.0	3.8	-4.4	.	-8.7	4.7	.	5.5	-9.2
Nn1c(C2COc3ccccc3O2)n[nH]c1=S (centres undefined)	103.5	1.8	4.5	.	-8.2	.	-4.7	1.2	.	2.8	-5.5
N#Cc1ccc(NC(=O)Nc2ccc(Oc3ccc(NC(=O)Nc4ccc(C#N)cc4)cc3)cc2)cc1	118.7	-1.2	-19.0	.	-9.2	86.5*	0.1	-64.0	-86.5	4.4	-8.9
Oc1ccc2ccccc2c1C=Nc1cc(C(F)(F)F)ccc1N1CCCC1	87.5	1.2	1.7	14.4	-20.6	13.4	-7.6	-15.4	-13.4	0.9	7.3
